Bioassay records from PubChem BioAssay.
EPAC2 antagonist = blocks human EPAC2 exchange factor. 360,000 tested, 0.18% active. EPAC2 GEF exchange of Rap1B-BODIPY-GDP, fluorescence. Potency, µM (titrated, usually from 114 µM), inactives show top-dose activity, negative = inhibition, usual class: inhibitors; also: potency is read from the fitted curve at half-maximal effect; % is scaled to controls: 0 for no effect and ±100 for the full control effect; nearly all actives have a fitted effect of over 45% in size; many of its hits are not listed in these tables
pAkt inh = Akt phosphorylation inhibition | Neuro2A IGF-stimulated pAkt S473 HTRF, 20 min; active compounds read low | activity change, % for hits at 50 µM | 360,000 tested, 0.32% active | AID 651550; in the data active = activity change below about -80%; inconclusive = mostly about -51% to -80%; also: % is scaled to controls: 0 for no effect and ±100 for the full control effect
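Single-point screen (50 µM final compound) in Neuro2A cells stimulated 20 min with 6 nM IGF at 37 deg C. After lysis, Ser473-phosphorylated Akt read by HTRF (ex 330 nm, em 615/665 nm) as the 665/615 ratio.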
Mm-Cpn inhibitor = M. maripaludis TRiC chaperonin inhibition; purified Mm-Cpn ATPase, ADP Transcreener TR-FRET; Potency, µM (highest dose often 76.9 µM), inactives show top-dose activity, negative = inhibition, most hits filed as inhibitors; 330,000 tested, 0.031% active; AID 504842; also: potency is read from the fitted curve at half-maximal effect; % is scaled to controls: 0 for no effect and ±100 for the full control effect; nearly all actives have a fitted effect of over 80% in size
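Quantitative HTS used 25 nM Mm-CPN and 10 uM ATP in magnesium/KCl Tris buffer, pH 7.4, with 1 mM DTT. Hydrolysis ran 30 min at 37°C; ADP was read by HTRF.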
CCT chaperon mod = modulators of cytosolic chaperonin (CCT/TRiC) activity; 360,000 tested, 0.3% active; purified chaperonin ATPase assay, HTRF ADP detection, 30 min; activity change, % (test concentration not listed), hits read low; in the data active = activity change below about -30%; also: % is scaled to controls: 0 for no effect and ±100 for the full control effect
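Enzyme 40 or 20 nM (batch-dependent) in Tris pH 7.4/KCl/MgCl2/DTT; cpd 76 uM single point; ATP 10 uM; 30 min 37 °C; Transcreener ADP HTRF detection, 30 min RT; ratio 665/615.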
PTHR1 ag = PTHR1 (human) receptor agonism; HEK293 GP2 PTHR1 cells, GloSensor cAMP luminescence, 1 h; Potency, µM (top dose mostly 115 µM), for the others: top-dose activation, hits mostly activators; 410,000 tested, 0.075% active; AID 743266; also: potency is read from the fitted curve at half-maximal effect; nearly all actives have a fitted effect of over 55% in size; some results filed as inactive show a strong effect at the top dose; inactives centre near -15; many of its hits are not listed in these tables
Target sequence (Q03431 whole entry, looked up): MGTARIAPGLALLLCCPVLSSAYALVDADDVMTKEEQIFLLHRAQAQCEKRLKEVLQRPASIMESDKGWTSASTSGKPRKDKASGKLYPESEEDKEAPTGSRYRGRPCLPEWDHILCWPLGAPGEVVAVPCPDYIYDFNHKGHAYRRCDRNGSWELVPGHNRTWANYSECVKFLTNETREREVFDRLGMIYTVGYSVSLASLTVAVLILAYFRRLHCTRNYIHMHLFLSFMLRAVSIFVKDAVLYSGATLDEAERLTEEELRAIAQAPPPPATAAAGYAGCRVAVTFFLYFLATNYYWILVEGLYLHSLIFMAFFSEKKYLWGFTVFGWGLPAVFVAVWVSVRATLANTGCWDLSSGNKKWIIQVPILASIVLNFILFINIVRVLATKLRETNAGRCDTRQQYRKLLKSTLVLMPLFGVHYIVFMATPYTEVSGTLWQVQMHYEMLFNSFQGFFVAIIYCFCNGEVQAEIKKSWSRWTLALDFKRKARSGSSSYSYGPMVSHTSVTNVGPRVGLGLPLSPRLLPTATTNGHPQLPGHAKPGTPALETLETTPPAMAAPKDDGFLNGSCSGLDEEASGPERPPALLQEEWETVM
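HEK-293-derived GP2 cells expressing PTHR1 and a GloSensor cAMP reporter, 3,000/well, plated overnight, given luciferin plus IBMX (each 0.5 mM as added) for 1 h at 37 °C, then compound for 1 h at 37 °C. Luminescence was read after 15 min at room temperature.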
DRD3 antagonist = antagonists of human D3 dopamine receptor. max response, negative = inhibition, %. D3R cells, DiscoveRx beta-arrestin luminescence, antagonist mode; active compounds read low. 360,000 tested, 2.5% active. P35462; in the data active = max response below about -50%; inconclusive = no clear call, values can overlap the other calls; also: % is scaled to controls: 0 for no effect and ±100 for the full control effect; mostly tested at two doses, the higher about 12 µM
Target sequence (P35462 whole entry, looked up): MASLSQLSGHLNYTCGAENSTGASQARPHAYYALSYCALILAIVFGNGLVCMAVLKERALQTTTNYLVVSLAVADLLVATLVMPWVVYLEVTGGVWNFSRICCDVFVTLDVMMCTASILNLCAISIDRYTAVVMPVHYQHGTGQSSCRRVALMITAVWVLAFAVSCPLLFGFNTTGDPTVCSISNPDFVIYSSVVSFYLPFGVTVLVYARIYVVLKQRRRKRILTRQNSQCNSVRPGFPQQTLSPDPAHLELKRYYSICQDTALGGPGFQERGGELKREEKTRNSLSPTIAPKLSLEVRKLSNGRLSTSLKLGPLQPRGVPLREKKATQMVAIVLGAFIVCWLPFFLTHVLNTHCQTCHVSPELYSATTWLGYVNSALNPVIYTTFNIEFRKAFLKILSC
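Cells plated overnight at 1500 cells/well, then exposed to library compounds with dopamine controls for 90 minutes at 37 degrees C. DiscoveRx reagent added for 30–60 minutes at room temperature; luminescence read, quantitative HTS format.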
EPAC2 agonist = agonists of human EPAC2 (RAPGEF4) | Q8WZA2 | EPAC2 activation, biochemical qHTS; response scale: 100% = 6.5 mM cAMP response | Potency, µM (titrated, usually from 154 µM), for the others: at the highest dose activation, hits mostly activators | 360,000 tested, 0.079% active | AID 720711; also: potency is read from the fitted curve at half-maximal effect; nearly all actives have a fitted effect of over 50% in size
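In this primary screen, activation is scored as increased exchange of BODIPY-GDP from Rap1B by 100 nM EPAC2, with 50 uM GDP as competitor. Signal is normalized to the 6.5 mM cAMP agonist control.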
DRD3 agonist = agonists of human D3 dopamine receptor | P35462 | 410,000 tested, 0.58% active | D3R DiscoveRx beta-arrestin cells, luminescence, 90 min | AID 652048 | max activation, %; in the data active = max activation above about 30%; also: 0% is about no effect; mostly tested at two doses, the higher about 12 µM
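Agonist-mode cell screen: cells plated at 1500/well and incubated overnight at 37 °C, then exposed to library compounds for 90 min at 37 °C. Detection reagent was added for 30–60 min at room temperature, and luminescence was read.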
Active calls of the source: *; i = inactive; ? = inconclusive; . = no result given; & = joins results of further samples; [ ] = dose if it differs, or a comment. Unless noted, calls follow the shape of the dose curve; as a rule, active = well fitted curve in the direction sought with a large enough effect; inconclusive = small, poorly fitted or top-dose-only effect, or another doubt; inactive = no such curve, though single readings can be large; an effect the other way counts as inactive or inconclusive. These rows are one share of the data; the hit share may differ from the screen's.

nr | canonical_smiles | EPAC2 antagonist | pAkt inh | Mm-Cpn inhibitor | CCT chaperon mod | PTHR1 ag | DRD3 antagonist | EPAC2 agonist | DRD3 agonist
1 | C=C1C[C@H](O[C@@H]2O[C@H](CO)[C@@H](O)[C@H](O)[C@H]2O)[C@@H]2[C@H](OC(=O)[C@H]2C)[C@H]2[C@H](C)[C@H](O)C[C@@H]12 | 11% | i | 0% | 0.6 | -17% | 22 | 3% | 4
2 | O=C(CC1C(=O)NCCN1Cc1cccc(Oc2ccccc2)c1)NCCc1ccccn1 (stereo not drawn) | -18% | i | 1% | 3.3 | i | -5 | 10% | -7
3 | Cc1cc(C)n(-c2nc3sc4c(c3c3nnc(SC(C)C)n23)CC(C)(C)OC4)n1 | 19% | i | . | 1.6 | i | ? | -15% | 0
4 | CCN(C(=O)COC(=O)c1ccc(Cl)nc1)C1CCS(=O)(=O)C1 (stereo not drawn) | -4% | i | 1% | -0.3 | 23% | -2 | 3% | 1
5 | Cn1c2nc3ccccc3c-2nc2ccccc21 | 4% | i | . | 0.4 | -15% | 5 | 0% | 8
6 | O=C(COC(=O)C1(c2ccc(F)cc2)CCCC1)Nc1ncc(C(F)(F)F)cc1Cl | -11% | i | 0% | 2.9 | -94%[inhibitor] | 1 | -3% | -4
7 | COc1cccc(N2CC(C(=O)N3CCC4(CC3)CC(=O)c3ccccc3O4)CC2=O)c1 (stereo not drawn) | 0% | i | 1% | -0.4 | -95%[inhibitor] | 6 | -4% | 3
8 | Nc1cc(=O)[nH]c(=S)n1-c1cccc(C(F)(F)F)c1 | -3% | i | 2% | -1.5 | -5% | -24 | 10% | -9
9 | Cn1c(C(=O)NC2CCCCC2)cc2c(=O)n(C)c3ccccc3c21 | 17% | i | 0% | 3.1 | 0% | 0 | 3% | -8
10 | COc1ccc(NC(=O)c2sc3nc(Cc4ccccc4)cc(C(F)(F)F)c3c2N)cc1OC | -15% | i | -3% | -9.3 | -2% | 9 | 1% | -2
11 | CCOC(=O)Cc1csc(NC(=O)c2ccc(C)o2)n1 | -3% | i | 0% | 0.8 | -18% | 14 | 7% | 1
12 | O=C(CSC(=S)N1CCSCC1)c1ccc(Cl)cc1 | -1% | i | -2% | -1.6 | -88%[inhibitor] | -13 | 9% | 1
13 | O=C(Cn1c(CO)nc2ccccc21)Nc1ccccc1Cl | -12% | i | -1% | -1.1 | -9% | 11 | 5% | 1
14 | CCCCc1nc2ccccc2c(=O)n1NC(=O)c1c(O)c2cccc3c2n(c1=O)CC3 | -12%[57.1 µM] | ? | 0% | 0.1 | -15%[57.5 µM] | 0 | -6% | -2
15 | CCCCNC(=S)N/N=C/C1=CCC2CC1C2(C)C (stereo not drawn) | -25% | i | 1% | -2.7 | -9% | -13 | 10% | -20
16 | CCOC(=O)N1CCN(C(=O)CCc2ccc(S(=O)(=O)NC(C)C)cc2)CC1 | 7% | i | -2% | 1.5 | i | 7 | 4% | 2
17 | CCC(C(=O)OC)n1c(-c2ccccc2)nc2ccccc2c1=O (stereo not drawn) | ? | i | 1% | -0.9 | ? | 2 | 25% | 3
18 | CCCc1cc(=O)oc2cc(OCC(=O)NCCCN3CCOCC3)ccc12 | -1% | i | -3% | 0.0 | i | -1 | -3% | -6
19 | O=C(CCC(=O)Nc1ccccc1Cl)NNC(=O)NC1CCCCC1 | -11% | i | 1% | 0.5 | ? | -12 | 6% | -4
20 | CC(=O)c1ccc(NC(=O)c2ccc3c(c2)C(=O)N(c2ccccn2)C3=O)cc1 | 8% | i | -2% | -1.7 | -5% | -8 | 2% | -14
21 | O=S(=O)(c1ccc(-n2cnnn2)cc1)N1CCN(c2ccccc2F)CC1 | 7% | i | 1% | 2.2 | -11% | -4 | 1% | -11&-12
22 | CCOC(=O)c1c(C)[nH]c(C(=O)OCC(=O)N2c3ccccc3CC2C)c1C (stereo not drawn) | 0% | i | 0% | -2.3 | -14%[57.5 µM] | 12 | 4% | -1
23 | COc1ccc(N2C(=O)CC(N3CCCCC3)C2=O)cc1 (stereo not drawn) | 22% | i | 2% | -1.9 | i | 1 | 2% | 2
24 | COc1ccc(S(=O)(=O)NN=C2CCCCC2)cc1 | 5% | . | 0% | -1.6 | i | 5 | 0% | -12
25 | COCCN(CCOC)C(=O)CC(=O)N(CCOC)CCOC | 9% | i | 0% | -0.3 | i | 7 | -2% | 6

Numbers 18 to 25, quoted:
nr | canonical_smiles | EPAC2 antagonist | pAkt inh | Mm-Cpn inhibitor | CCT chaperon mod | PTHR1 ag | DRD3 antagonist | EPAC2 agonist | DRD3 agonist
18 | CCCc1cc(=O)oc2cc(OCC(=O)NCCCN3CCOCC3)ccc12 | -1% | i | -3% | 0.0 | i | -1 | -3% | -6
19 | O=C(CCC(=O)Nc1ccccc1Cl)NNC(=O)NC1CCCCC1 | -11% | i | 1% | 0.5 | ? | -12 | 6% | -4
20 | CC(=O)c1ccc(NC(=O)c2ccc3c(c2)C(=O)N(c2ccccn2)C3=O)cc1 | 8% | i | -2% | -1.7 | -5% | -8 | 2% | -14
21 | O=S(=O)(c1ccc(-n2cnnn2)cc1)N1CCN(c2ccccc2F)CC1 | 7% | i | 1% | 2.2 | -11% | -4 | 1% | -11&-12
22 | CCOC(=O)c1c(C)[nH]c(C(=O)OCC(=O)N2c3ccccc3CC2C)c1C (stereo not drawn) | 0% | i | 0% | -2.3 | -14%[57.5 µM] | 12 | 4% | -1
23 | COc1ccc(N2C(=O)CC(N3CCCCC3)C2=O)cc1 (stereo not drawn) | 22% | i | 2% | -1.9 | i | 1 | 2% | 2
24 | COc1ccc(S(=O)(=O)NN=C2CCCCC2)cc1 | 5% | . | 0% | -1.6 | i | 5 | 0% | -12
25 | COCCN(CCOC)C(=O)CC(=O)N(CCOC)CCOC | 9% | i | 0% | -0.3 | i | 7 | -2% | 6

Other records follow.
nr | canonical_smiles | EPAC2 antagonist | pAkt inh | Mm-Cpn inhibitor | CCT chaperon mod | PTHR1 ag | DRD3 antagonist | EPAC2 agonist | DRD3 agonist
26 | Nc1ccc2[nH]c(=S)sc2c1 | -4% | i | . | -2.8 | i | -19 | 11% | -4
27 | CN(C(=O)CN1C(=O)S/C(=C\c2ccc(Cl)cc2)C1=O)C1CCS(=O)(=O)C1 (stereo not drawn) | 6% | i | 1% | 0.3 | -28% | 0 | 0% | -3
28 | O=C(NCCc1ccccc1F)C1C(=O)Nc2ccccc2C(=O)N1C1CCCCC1 (stereo not drawn) | -6% | i | . | . | -8% | 4 | -1% | -3
29 | COc1ccccc1C(=O)NC(CCSC)C(=O)NNC(=O)C(C)Oc1ccccc1F (stereo not drawn) | -4% | i | 3% | 1.2 | i | 4 | 7% | 1
30 | O=C(COC(=O)c1ccc(S(=O)(=O)N2CCCCC2)cc1)NCc1ccccc1 | -3% | i | -2% | -4.8 | 1% | 1 | 5% | 0
31 | CCOc1ccccc1NC(=O)/C(C#N)=C/c1c(C)nn(-c2ccccc2)c1Cl | -2% | i | -2% | -3.0 | -14% | 25 | -9% | 2
32 | O=C(COc1ccccc1)N1CCc2ccccc21 | 4% | i | 2% | 0.7 | -26% | -6 | -1% | 0
33 | OC[C@H]1O[C@@H](c2nc(-c3ccc4[nH]ccc4c3)no2)[C@H](O)[C@@H](O)[C@H]1O | 2% | i | . | -0.1 | i | 26 | 5% | -3
34 | Cn1cc(SCC(=O)N2CCCc3ccccc32)c2ccccc21 | -6% | i | 2% | -6.1 | -3% | ? | 7% | -9
35 | O=C(Nc1ccccc1O)c1cccc(S(=O)(=O)N2CCOCC2)c1 | 2% | i | -3% | -3.4 | i | -3 | 0% | 1
36 | O=C(COC(=O)/C=C/c1cccc(Br)c1)Nc1cccc(S(=O)(=O)NC2=NCCC2)c1 | -10% | i | -3% | 0.6 | i | -11 | 13% | -5
37 | CN(C)c1ccc(NS(=O)(=O)c2cc3c4c(c2)CC(=O)N4CCC3)cc1 | 3% | i | -3% | -1.5 | i | 0 | 11% | -3
38 | Cc1ccccc1NC(=O)N1CCN(S(=O)(=O)c2ccccc2)CC1 | 4% | i | -1% | -0.2 | i | -3 | -1% | 5
39 | Cc1nonc1OCCN1CCN(c2ccc([N+](=O)[O-])cc2)CC1 | 13% | i | 0% | -0.1 | i | 0 | 13% | -12
40 | CCOc1cc(-c2noc(CCCC(=O)NC3CCCCC3)n2)ccc1OC | -6% | i | 2% | 2.9 | i | -11 | 2% | -2
41 | CCOC(=O)C1=C(C)NC(C)=C(C(=O)OCC)C1C(=O)OCC(=O)N(CC)C1CCS(=O)(=O)C1 (stereo not drawn) | -1% | i | -2% | -3.9 | -16% | -4 | 8% | -1
42 | CN(C)CCC(=O)c1cccc(Br)c1 | -2%[57.1 µM] | i | 0% | 0.8 | i | -20 | 11% | -8
43 | Cc1sc2nc(SCC(=O)N(C)c3ccccc3)n(C)c(=O)c2c1C | -28% | i | -2% | 1.1 | -37%[inhibitor] | -15 | 0% | 20
44 | CCn1c(SCc2nc3ccccc3c(=O)[nH]2)nnc1-c1ccncc1 | 13% | . | 1% | 2.0 | i | -20 | -6% | 3
45 | Cc1ccc(NC(=O)Nc2ccc3c(c2)CCC3)cc1C | 0% | i | -4% | 0.5 | -23% | 1 | 5% | 2
46 | Cc1ccc(C)c(NC(=O)NCc2ccccn2)c1 | 3% | i | 2% | -11 | 0% | 11 | 5% | 4
47 | COc1ccccc1NC(=O)Cc1nnc(SCC(=O)c2ccccc2)n1C | 14% | i | 0% | 1.0 | -21% | 10 | -7% | -2
48 | Cn1c(=O)c2c(ncn2CC(=O)OCC(=O)NCc2ccc(Cl)cc2)n(C)c1=O | -3% | i | 1% | -4.2 | ? | -5 | 10% | -18
49 | Cc1cccc(C(=O)N(CCc2ccccc2)Cc2ccccc2)c1[N+](=O)[O-] | -16% | i | 1% | 0.4 | -32%[inhibitor] | -6 | 12% | -1
50 | O=C(Nc1ccc(N2CCCC2)cc1)c1ccc([N+](=O)[O-])cc1Cl | -2% | i | 1% | -0.4 | i | -17 | 10% | -1
51 | O=C1CC(NS(=O)(=O)c2cccs2)CN1c1ccccc1 (stereo not drawn) | -7% | i | 0% | -0.2 | i | -7 | -4% | 2
52 | O=C(Nc1ccccc1)c1snc2c(=O)[nH]cnc12 | 3% | i | 2% | -0.1 | i | -6 | 2% | 3
